TNAP activation fold: human TNAP enzyme activators, primary screen, biochemical, luminescent, no phosphate acceptor, uHTS (AID 1001); Alkaline phosphatase, tissue-nonspecific isozyme (Homo sapiens); purified TNAP, luminescent activation assay, no phosphate acceptor; higher activation fold means a stronger effect; one-dose activation fold at 20 µM; EC50 in µM for titrated hits; hit rate 0.03% among 200,000; in the data active = activation fold from about 3, or a potency from the dose series; inactive = the rest, 99 in 100 with activation fold below about 1.6; also: many of its hits are not listed in these tables
Ins promoter up: insulin promoter activators in MIN6 cells, imaging, high-content screening, mouse beta cells; z-score at 5 µM; MIN6 insulin promoter-GFP reporter; hits give high values; AID 1625, 2009; hit rate 0.3% among 190,000;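 active = z-score above 3 at 5 µM with at least 500 cells counted in the well; inconclusive = wells under 500 cells, flagged as cytotoxic or low count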
CSM14.1 death rescue: rescue of cells from ER stress-induced death, primary screen, 384-well, CSM14.1, thapsigargin, ATP luminescence (AID 1222). CSM14.1 thapsigargin-induced death rescue, ATP luminescence; higher % means a stronger effect. one-dose cellular ATP content (survival), % at 20 µM; EC50 in µM for titrated hits. 190,000 tested, under 10 active;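 active = EC50 below 50 µM in the dose-response confirmation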;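 also: death triggered by thapsigargin at about 15 µM added after 2 h compound pretreatment; cell ATP read after overnight thapsigargin exposure of roughly 18 to 22 hours; normalized against plate controls of thapsigargin alone and 5% DMSO vehicle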
Salmonella PhoP GFP: inhibitors of PhoP regulon expression, primary screen, Salmonella Typhimurium, GFP reporter (AID 1863) | S. Typhimurium PhoP-regulated promoter GFP reporter, 4 h; higher % means a stronger effect | inhibition, % at 50 µM, or IC50 in µM where a hit was titrated | hit rate 0.16% among 300,000;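 active = inhibition over 29.93%, a cutoff 3 SD above the screen mean, later confirmed by dose response; inconclusive = inhibition over 29.93% but no dose response follow-up; inactive = inhibition at most 29.93% or unconfirmed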;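 also: 0% = low Mg2+ inducing control and 100% = high Mg2+ repressing control; strong numbers were not always called active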
human PMI inhibition: inhibitors of human PMI, primary screen, biochemical, fluorescence intensity, coupled assay (AID 1209). inhibition, % at 20 µM, or IC50 in µM where a hit was titrated. purified PMI enzyme, coupled fluorescence intensity; higher % means a stronger effect. hit rate 0.42% among 190,000;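 also: plate controls were DMSO vehicle for no effect and wells lacking substrate for full effect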
RSV CPE inhibition: RSV antiviral activity via CPE protection, HEp-2 cells, primary 10 µM value included (AID 2391) | HEp-2 cells, RSV-induced CPE inhibition; higher % means a stronger effect | CPE inhibition, % at 10 µM; hits with a dose series show IC50 in µM | hit rate 0.13% among 310,000; in the data active = a potency from the dose series; inconclusive = CPE inhibition mostly from about 23% at the one dose, without a potency; inactive = the rest, 99 in 100 with CPE inhibition below about 21%; also: strong numbers were not always called active
Large T inhibition: SV40 large T antigen inhibitors, biochemical (AID 1903); inhibition, % at 20 µM, or IC50 in µM where a hit was titrated; SV40 large T antigen ATPase/helicase inhibition assay; higher % means a stronger effect; hit rate 0.39% among 310,000; in the data active = a potency from the dose series; inconclusive = inhibition mostly from about 32% at the one dose, without a potency; inactive = the rest, 99 in 100 with inhibition below about 32%; also: strong numbers were not always called active
West Nile antiviral: West Nile virus antiviral activity, cell-based, CPE readout (AID 1621). West Nile virus-infected cells, CPE inhibition; higher % means a stronger effect. CPE inhibition, % at 10 µM, or IC50 in µM where a hit was titrated. hit rate 0.02% among 290,000; in the data active = a potency from the dose series; inconclusive = CPE inhibition mostly from about 3.7% at the one dose, without a potency; inactive = the rest, 99 in 100 with CPE inhibition below about 2.2%; also: strong numbers were not always called active
human PMI inhibitors: human PMI inhibitors, high substrate, primary screen, biochemical, fluorescence intensity, high mannose 6-phosphate (AID 1220). inhibition, % at 20 µM, or IC50 in µM where a hit was titrated. hit rate 0.66% among 190,000. recombinant PMI enzyme, coupled fluorescence intensity; higher % means a stronger effect
Ins promoter up cell count: further read-out of Ins promoter up, marked with its call; cell count; measured here: cytotoxicity, nuclei count;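 total cells summed across four imaged fields per well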
An asterisk follows results filed as active; ? = inconclusive; nt = not tested or not shown. Rule as the data show it, unless noted: active = inhibition above about 50%; inactive = the rest.

SMILES | TNAP activation fold | Ins promoter up | Ins promoter up cell count | CSM14.1 death rescue | Salmonella PhoP GFP | human PMI inhibition | RSV CPE inhibition | Large T inhibition | West Nile antiviral | human PMI inhibitors
Cc1cccc(C(=O)N2CCCC(c3nc(-c4ccc(C)o4)no3)C2)c1 (stereo not given) | nt | nt | nt | nt | -6% | nt | ? | 11% | -0.7% | nt
CCOc1cccc(C(=O)Nc2ccc3[nH]ncc3c2)c1 | nt | nt | nt | nt | 1% | nt | 1.3% | 8% | -0.1% | nt
COc1ccc2c(c1)O[C@H](c1ccc3c(c1)OCO3)[C@@H](OC(=O)Nc1cc(OC)c(OC)c(OC)c1)C2=O | 1 | 1.6 | 780 | -2.8% | -5% | 15% | 3.6% | -1% | nt | 36%
O=C(/C=C/c1cccc(Br)c1)NCc1ccncc1 | 1.1 | -0.36 | 1230 | -1.0% | 7% | 0% | 0.7% | 10% | -0.4% | -2%
COc1cccc(N2CCN(C(=O)c3cc4cc(Cl)ccc4[nH]3)CC2)c1 | nt | nt | nt | nt | 11% | nt | 5.3% | -1% | -0.9% | nt
C=CCN(c1ccccc1)S(=O)(=O)c1ccc(Cl)c(C(=O)OCC(=O)NCCCN2CCCC2=O)c1 | 0.9 | 0.16 | 1227 | -0.2% | -1% | -17% | -0.3% | 7% | -0.2% | -18%
CCCC(=O)Nc1cccc(NC(=S)NC(=O)C(C)Oc2ccc(Cl)cc2Cl)c1 (stereo not given) | 0.9 | -0.04 | 1375 | 2.6% | -5% | 16% | 0.7% | 21% | -0.7% | 0%
COc1ccc(CCNC(=O)C2(C)CCC(=O)N2CCC(C)C)cc1OC (stereo not given) | 1.1 | -0.88 | 1285 | 2.1% | 4% | -9% | -0.6% | 4% | -0.2% | -12%
CCOc1ccc(C(=O)N2CCN(c3cccc(Cl)c3)CC2)cc1 | 1 | 0.24 | 1317 | -9.5% | -8% | 20% | 2.0% | 2% | -0.4% | 9%
CCOc1ccc(N2CC(C(=O)Nc3cccnc3)CC2=O)cc1 (stereo not given) | nt | nt | nt | nt | 9% | nt | 1.5% | 10% | -0.3% | nt
COc1cc(/C=N/NC(=S)N/N=C/c2cc(OC)c(OC)c(OC)c2)cc(OC)c1OC | 1.1 | 0.03 | 1240 | -0.3% | 9% | -8% | 0.1% | 3% | -0.8% | -10%
CC(=O)c1cn(CC(=O)NCC2CCCO2)c2ccccc12 (stereo not given) | 1.1 | -0.82 | 1232 | -2.8% | -2% | 12% | -0.8% | 4% | -0.4% | 10%
O=C(CN1CCN(Cc2ccccc2)C1=O)NCc1cccs1 | 1.2 | 0.77 | 955 | -1.0% | 8% | 5% | 2.2% | 1% | -0.1% | 1%
CCC(=O)NCCc1nc2ccccc2n1CC | 1 | 0.67 | 1820 | -0.9% | 7% | 8% | 2.2% | 5% | 0.0% | 14%
CN(C)C(CNC(=O)c1cc(Br)ccc1Cl)c1ccco1 (stereo not given) | nt | nt | nt | nt | -1% | nt | 0.5% | 0% | -0.1% | nt
CCn1c(=NC(=O)c2ccc(S(=O)(=O)N3CCOCC3)cc2)sc2cccc(OC)c21 | 1 | nt | nt | 1.6% | -9% | -5% | 2.7% | 1% | ? | -2%
N#Cc1cccc(-n2nnnc2-c2ccc3c(c2)OCO3)c1 | 1.1 | 0.21 | 1216 | -4.2% | -11% | 4% | 0.5% | 14% | -0.1% | -1%
Cc1cccc(-c2nsc(SCC(=O)c3ccc(Cl)cc3)n2)c1 | 1.4 | 1.1 | 1527 | -3.1% | -9% | 17% | 8.3% | 8% | -0.8% | 12%
Brc1ccc2[nH]ncc2c1 | 1 | -0.44 | 1072 | 0.5% | -8% | -4% | 0.6% | 1% | 0.9% | -2%
NC(=O)CSc1nc2ccccc2n1Cc1ccccc1 | 1.1 | -0.01 | 1284 | -1.1% | 6% | 0% | -0.2% | 7% | -0.6% | 1%
CCc1ccc(CN(C)CCc2ccccn2)cc1 | 1.1 | nt | nt | nt | 9% | 16% | -0.1% | 4% | -0.1% | 5%
C/C(CCc1ccc2c(c1)OCO2)=N\N=C(/N)SC1CC(=O)N(c2ccc(Cl)cc2)C1=O (stereo not given) | 1.1 | 0.21 | 1221 | -1.0% | -2% | 24% | 8.6% | 10% | 1.0% | 15%
COc1ccc(C(=O)NCCc2cn3ccccc3n2)cc1 | nt | 0.67 | 1005 | nt | -5% | nt | 0.0% | -1% | 0.1% | nt
O=C(CNC(=O)c1ccc(Br)cc1)N/N=C/c1ccc[nH]1 | 1.1 | 0.41 | 1431 | 3.1% | 8% | 6% | 1.0% | 7% | -0.3% | 44%
CC12CN(C(=O)c3ccc([N+](=O)[O-])cc3)CC(C)(CN(C(=O)c3ccc([N+](=O)[O-])cc3)C1)C2=O | nt | 1.4 | 1428 | nt | 0% | nt | nt | 9% | 0.5% | nt
Cc1ccc(NC(=O)CSc2nnc(NC(=O)C3CC3)s2)cc1C | nt | nt | nt | nt | 8% | nt | 3.2% | 0% | -0.5% | nt
O=c1c2[nH]c3ccccc3c2ncn1Cc1ccncc1 | 1.1 | 0.49 | 1021 | -1.1% | 7% | -4% | 4.5% | 14% | 0.0% | 6%
CCOc1nc(NCCN2CCOCC2)nc(Nc2ccc([N+](=O)[O-])cc2)n1 | 1.1 | -1.2 | 1219 | -6.2% | 7% | -18% | 1.3% | 3% | 0.2% | -7%
CCN1CCCC1CNC(=O)c1ccc(Sc2ccccc2Cl)c([N+](=O)[O-])c1 (stereo not given) | 1 | nt | nt | -1.5% | -5% | -13% | 4.2% | 11% | -1.3% | 2%
CC1CCCN(CCCNS(=O)(=O)c2ccc3c(c2)CCN3C(=O)C2CC2)C1 (stereo not given) | nt | nt | nt | nt | -12% | nt | -2.1% | 12% | -0.5% | nt
O=C1C2C(C(=O)N1CCN1CCN(Cc3ccc([N+](=O)[O-])cc3)CC1)[C@H]1C=C[C@@H]2C1 (stereo not given in full) | nt | 0.13 | 1009 | nt | 3% | nt | 1.6% | 9% | -0.6% | nt
Cc1ccc(NC(=O)CCC(=O)N/N=C/c2cc([N+](=O)[O-])ccc2O)cc1 | 0.9 | 0.03 | 1436 | -0.3% | -7% | 7% | 1.0% | 7% | -0.8% | -24%
c1ccc(Oc2cccc(CN3CCOCC3)c2)cc1 | 1.1 | 1.9 | 1043 | -4.0% | 1% | 0% | -0.3% | 5% | -0.2% | -20%
COc1ccc(NC2=CC(c3ccccc3)N(c3ccc(OC)cc3)C2=O)cc1 (stereo not given) | nt | 0.14 | 1135 | nt | -9% | nt | 5.8% | 7% | -0.1% | nt
O=C1ON=C(c2ccccc2)/C1=C/c1ccccc1 | nt | nt | nt | nt | 0% | nt | 2.1% | 48% | -0.6% | nt
CC/C(C)=N/Nc1ccc(S(=O)(=O)N2CCCC2)cc1[N+](=O)[O-] | 1 | 0.32 | 1330 | -1.7% | -8% | 4% | 3.3% | 10% | -0.8% | 7%
O=C(OCc1ccc(Cl)cc1)c1cnccn1 | 1.1 | 0.42 | 892 | -0.1% | -2% | -6% | 1.1% | -4% | 0.2% | -8%
CCc1c(O)nc(SCC(=O)Nc2ccc3c(c2)CCC3)[nH]c1=O | 1.1 | 0.68 | 1285 | 0.4% | -6% | 3% | 2.4% | 7% | 1.4% | 0%
CC(=O)N1C(=O)/C(=C2\SC(=S)N(c3c(C)n(C)n(-c4ccccc4)c3=O)C2=O)c2ccccc21 | 1.4 | -0.57 | 1413 | 0.0% | 1% | 65%* | 1.8% | 15% | 0.1% | nt
COC(=O)c1cc(-c2ccc(OC)cc2)on1 | 1 | 0 | 1425 | -2.1% | -9% | 12% | 0.8% | 5% | 0.2% | 6%
Cn1cc(Cl)c(C(=O)Nc2nccs2)n1 | nt | nt | nt | nt | 6% | nt | 0.8% | 3% | 0.0% | nt
Cc1[nH]nc(-c2ccc(OCc3cnn(-c4ccccc4)c3)cc2O)c1Oc1ccccc1F | 1.1 | -0.93 | 1587 | -1.0% | 0% | -15% | 2.6% | 11% | -0.4% | -13%
O=S(=O)(NCCC1=CCCCC1)c1ccc(Br)cc1 | nt | nt | nt | nt | 1% | nt | 8.8% | 21% | -0.4% | nt
C/C(=C\C1CCCCC1)C(NC(=O)c1ccc(C(F)(F)F)cc1)c1ccc(-c2ccccc2)cc1 (stereo not given) | nt | nt | nt | nt | -10% | nt | 3.2% | 9% | -0.4% | nt
Cc1ccc(S(=O)(=O)c2ccc(Oc3cccc(C)c3)cc2)cc1 | 1.1 | 0.98 | 1605 | 0.9% | 16% | 12% | 9.0% | -3% | -0.9% | 2%
COc1cc(/C=C/C(=O)O)cc(S(=O)(=O)Nc2ccc(F)cc2)c1OC | 1.1 | 0.03 | 1294 | 5.2% | -7% | 4% | 0.7% | 20% | 0.3% | 7%
CC(C)c1nc(SCC(=O)Nc2ccc3c(c2)OCCO3)n[nH]1 | 1.1 | -0.31 | 1275 | -1.7% | -1% | -1% | -1.9% | 14% | 1.9% | 0%
COc1ccc(C(=O)OCC(=O)N2C(C)CCCC2C)cc1[N+](=O)[O-] (stereo not given) | 1.2 | -0.17 | 1303 | 0.4% | -1% | -9% | 2.2% | 4% | 1.5% | -1%
COc1ccc(CCN(CC(=O)NC(C)(C)C)C(=O)Cn2nnc(-c3ccc(C)o3)n2)cc1OC | 1 | 0.26 | 1249 | nt | -12% | -8% | 1.9% | 8% | -0.7% | -11%
CCN(CC)S(=O)(=O)c1ccc(/C=C/C(=O)OCC(=O)Nc2ccc(S(N)(=O)=O)cc2)cc1 | 1.1 | 1.4 | 1387 | -1.8% | 8% | 71%* | 0.8% | 0% | -0.1% | 4%

Ordered by value in TNAP activation fold (rising): three from the list above
Compound | TNAP activation fold
COc1ccc(CCN(CC(=O)NC(C)(C)C)C(=O)Cn2nnc(-c3ccc(C)o3)n2)cc1OC | 1
CC(C)c1nc(SCC(=O)Nc2ccc3c(c2)OCCO3)n[nH]1 | 1.1
COc1ccc(C(=O)OCC(=O)N2C(C)CCCC2C)cc1[N+](=O)[O-] (stereo not given) | 1.2

The listing continues:
SMILES | TNAP activation fold | Ins promoter up | Ins promoter up cell count | CSM14.1 death rescue | Salmonella PhoP GFP | human PMI inhibition | RSV CPE inhibition | Large T inhibition | West Nile antiviral | human PMI inhibitors
COc1ccc(/C=N/NC(=O)c2ccccc2OC)cc1COc1ccccc1[N+](=O)[O-] | nt | nt | nt | nt | 10% | nt | 0.9% | 2% | 0.4% | nt
CCOC(=O)N/N=C(C)/C=C/c1ccco1 | 1 | -0.12 | 1144 | 2.0% | -9% | -2% | 1.2% | 2% | 0.2% | 6%
COC(=O)c1cn(C(=O)c2cc(Cl)ccc2Cl)c2ccccc12 | nt | nt | nt | nt | 5% | nt | 1.3% | 9% | -0.4% | nt
CN(Cc1ccccc1)C(=O)CN1C(=O)NC(C)(c2ccc(Cl)cc2)C1=O (stereo not given) | nt | nt | nt | nt | -1% | nt | 0.8% | 9% | -0.6% | nt
